beta cell repl = inducers of MIN6 beta-cell proliferation, primary screen, ATP luminescence, uHTS | MIN6 cells proliferation, ATPlite luminescence, 48 h; cells starved in 0.2% serum; 100% = growth in 10% serum | proliferation, % at 10 µM | 330,000 tested, 0.29% active | AID 2380, 2010;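 active means compounds whose signal lies at least 3.5 SD above the mean of all wells on their plate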;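 further: 0% = DMSO-treated cells in low-serum medium and 100% = 10% serum control; some compounds called inactive have numbers as strong as hits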
NALP3 yeast inh = NALP3 inflammasome inhibitors in reconstituted yeast, primary screen, luminescence, uHTS; Yeast reconstituted NLRP3/ASC/caspase-1, beta-gal luminescence, 24 h; inhibition, % at 10 µM; 330,000 tested, 0.39% active;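 active means inhibition of 50% or more; inactive means inhibition below 50%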;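 further: plate controls were induced DMSO wells for no effect and uninduced yeast grown without galactose for full effect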
TIM10 inh = growth inhibitors of isogenic TIM10 control yeast, primary screen, counter-screen for tim10-1 yeast inhibitor project, luminescence, uHTS | 330,000 tested, 1.4% active | S. cerevisiae TIM10 strain growth, BacTiter-Glo luminescence, 24 h | AID 463195, 2010 | inhibition, % at 10 µM;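 active means inhibition of 40% or more at the single tested concentration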;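 further: wild-type TIM10 isogenic control strain grown at permissive 25 °C; 0% = DMSO yeast wells and 100% = minimal medium wells without yeast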
A3G deaminase = APOBEC3G DNA deaminase inhibitors, primary screen, biochemical, fluorescence, single-stranded DNA substrate, uHTS; 330,000 tested, 0.28% active; DNA dC->dU-editing enzyme APOBEC-3G (Homo sapiens), Q9HC16; recombinant A3G, ssDNA deamination FAM/TAMRA fluorescence; inhibition, % at 20 µM; AID 493012, 2011;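 active means inhibition of at least 40% at 20 µM, with no more than 30% in the related APOBEC3A deaminase screen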;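 further: plate controls were DMSO wells with A3G for no effect and wells lacking A3G enzyme for full effect; some compounds called inactive have numbers as strong as hits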
Target sequence (Q9HC16 whole entry, looked up): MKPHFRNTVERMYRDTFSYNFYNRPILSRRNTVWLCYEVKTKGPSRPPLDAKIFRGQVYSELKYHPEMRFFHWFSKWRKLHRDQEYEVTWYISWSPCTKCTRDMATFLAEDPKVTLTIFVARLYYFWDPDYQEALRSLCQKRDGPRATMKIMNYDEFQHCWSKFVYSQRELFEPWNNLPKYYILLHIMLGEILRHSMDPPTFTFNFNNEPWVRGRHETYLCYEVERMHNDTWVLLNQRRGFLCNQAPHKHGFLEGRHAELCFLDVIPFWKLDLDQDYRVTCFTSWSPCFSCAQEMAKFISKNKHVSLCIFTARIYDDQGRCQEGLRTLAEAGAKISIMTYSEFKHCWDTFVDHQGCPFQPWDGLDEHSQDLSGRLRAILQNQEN
mIAP inh = inhibitors of mouse IAP, primary screen, biochemical, luminescence, uHTS; inhibition, % at 10 µM; 330,000 tested, 0.2% active; purified mouse IAP, CDP-Star luminescence, 30 min; intestinal alkaline phosphatase [Mus musculus];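 active means inhibition of at least 40% at 10 µM in the primary screen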;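 further: plate controls were DMSO with enzyme for no effect and no enzyme wells for full effect; values of inactives mirror those of a sister screen read the other way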
mIAP act = activators of mouse IAP, primary screen, biochemical, luminescence, uHTS. muIAP, CDP-Star luminescence, 30 min; stronger effect = higher value; 1 = vehicle-only enzyme signal, 0 = enzyme-free wells. activation factor at 10 µM. 330,000 tested, 0.24% active. AID 2805, 2010;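 active means activation factor of at least 2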; further: the source names both 10 and 20 µM as test concentration; values of inactives mirror those of a sister screen read the other way
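System: mouse IAP enzyme. Reagent: CDP-Star chemiluminescent phosphatase substrate. Benchmarks: DMSO wells, no-enzyme wells. Times: 30 min enzyme-substrate-compound incubation at room temperature. Detection: luminescence from enzymatic CDP-Star hydrolysis. Doses: test compounds delivered from DMSO solution.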
hIAP inh = human IAP inhibitors, primary screen, biochemical, luminescence, uHTS. Intestinal-type alkaline phosphatase (Homo sapiens), P09923. purified IAP, CDP-Star luminescence, 30 min. inhibition, % at 10 µM. 330,000 tested, 0.12% active. AID 2544, 2010;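 active means inhibition reaching a set limit with compound at 10 µM in the primary screen, cut at about 35% in these data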;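 further: plate controls were DMSO wells with enzyme for no effect and no-enzyme buffer wells for full effect; values of inactives mirror those of a sister screen read the other way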
Target sequence (P09923 whole entry, looked up): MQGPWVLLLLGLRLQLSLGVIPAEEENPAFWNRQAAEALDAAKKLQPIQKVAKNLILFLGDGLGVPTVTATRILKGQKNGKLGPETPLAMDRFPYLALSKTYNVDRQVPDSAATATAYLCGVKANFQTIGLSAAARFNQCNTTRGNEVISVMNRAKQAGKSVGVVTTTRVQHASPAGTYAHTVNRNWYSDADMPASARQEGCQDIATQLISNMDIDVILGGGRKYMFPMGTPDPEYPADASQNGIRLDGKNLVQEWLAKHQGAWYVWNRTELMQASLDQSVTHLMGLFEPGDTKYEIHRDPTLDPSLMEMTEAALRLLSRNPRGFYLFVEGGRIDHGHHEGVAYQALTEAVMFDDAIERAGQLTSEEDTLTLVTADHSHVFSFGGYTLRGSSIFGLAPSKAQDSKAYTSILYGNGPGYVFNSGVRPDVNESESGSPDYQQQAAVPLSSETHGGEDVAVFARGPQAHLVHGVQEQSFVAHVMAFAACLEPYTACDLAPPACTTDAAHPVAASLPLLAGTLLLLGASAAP
tim10-1 inh = growth inhibitors of tim10-1 mutant yeast, primary screen, luminescence, uHTS; S. cerevisiae tim10-1 ts strain growth, BacTiter-Glo, 24 h; inhibition, % at 20 µM; 330,000 tested, 2.2% active;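 active means inhibition of at least 40%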;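 further: mutant grown at 25 °C; 0% = DMSO wells with yeast and 100% = wells holding no yeast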
A3A deaminase = APOBEC3A ssDNA deaminase inhibitors, primary screen, selectivity assay for APOBEC3G inhibitor project, biochemical, FAM/TAMRA oligo cleavage fluorescence; DNA dC->dU-editing enzyme APOBEC-3A (Homo sapiens), P31941; recombinant A3A, FAM/TAMRA ssDNA deamination fluorescence; inhibition, % at 20 µM; 330,000 tested, 0.41% active; AID 493011, 2011;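 active means at least 40% inhibition at 20 µM here, with at most 30% in a related deaminase screen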;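 further: plate controls were A3A with DMSO for no effect and wells lacking A3A enzyme for full effect; some results filed as inactive read as strong as hits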
Numbers without * were called inactive; nt = no result given.

1	CCC/C(C#Cc1ccc(N(C)C)cc1)=C1/c2ccccc2C(=O)N1c1ccccc1
2	Cc1ccc(NC(=O)CN(C)C(=O)COC(=O)c2ccc(NC(=O)CC#N)cc2)cc1
3	NS(=O)(=O)c1cccc(NC(=O)Cn2cc(C(F)(F)F)cc(Cl)c2=O)c1
4	CN(C(=O)c1cc2ccccc2o1)c1c(N)n(Cc2ccccc2)c(=O)[nH]c1=O
5	CSc1cccc(NC(=S)NC(=O)c2cccnc2)c1
6	COC(=O)CSc1nnc(CNC(=O)c2ccc(S(=O)(=O)N3CCOCC3)cc2)n1C
7	Cc1ccc(C(=O)Nc2ccc3c(c2)OCCO3)cc1S(=O)(=O)N1CCOCC1
8	COC(=O)c1[nH]c2cc(C)ccc2c1NC(=O)CN1CCCc2ccccc21
Screen / compound no.	1	2	3	4	5	6	7	8
beta cell repl	-6	-2	2	-2	1	-2	-2	-5
NALP3 yeast inh	4	21	-16	11	30	-3	5	24
TIM10 inh	4	2	-14	10	6	-8	-2	19
A3G deaminase	-10	3	-2	-1	-6	-12	-2	-9
mIAP inh	-16	-6	1	-4	7	-14	-2	-1
mIAP act	1.2	1.1	0.99	1	0.93	1.1	1	1
hIAP inh	6	-15	10	-5	-4	2	-7	-14
tim10-1 inh	-4	6	4	2	23	8	-9	38
A3A deaminase	-4	0	10	14	-4	2	-2	2

9	COc1ccccc1Nc1nnc(SCC(=O)N2CCCC2)s1
10	COC(=O)C1=C(C)Nc2nnnn2C1c1cccs1 (stereo not drawn)
11	COc1ccc(NC(=O)CSc2nc3[nH]ncc3c(=O)[nH]2)c(OC)c1
12	Cc1ccc(C(C)C)c(OCC(=O)NNC2=CC(=O)CC(C)(C)C2)c1
13	CN=C1N(C)C[C@@H]2[C@@H]3C(=O)N(C)C(=O)[C@@H]3[C@](Cc3ccccc3)(C(=O)OC)N12
14	COC(=O)c1cc(NC(=O)COC(=O)CN2C(=O)C3CC=CCC3C2=O)cc(C(=O)OC)c1 (stereo not drawn)
15	COc1ccc(C)cc1S(=O)(=O)N1CCC(C(=O)NCCc2ccccc2)CC1
16	Cc1cccc(-n2ccnc2CN2CCN(C3CCCC3)C(CCO)C2)c1 (stereo not drawn)
Screen / compound no.	9	10	11	12	13	14	15	16
beta cell repl	0	0	4	-2	nt	-2	0	6
NALP3 yeast inh	14	22	2	-3	nt	20	12	-1
TIM10 inh	14	3	8	17	5	-1	18	-5
A3G deaminase	1	2	-4	-4	9	-7	-8	-4
mIAP inh	-5	-4	10	5	0	-1	-6	-2
mIAP act	1	1	0.9	0.95	0.99	1	1.1	1
hIAP inh	-2	-8	-8	19	nt	-18	12	-10
tim10-1 inh	20	-3	-1	12	1	-4	21	-1
A3A deaminase	3	5	5	-3	5	1	-3	3

17	Cc1ccc(NC(=O)CNc2ccccc2N2CCCC2=O)cc1S(=O)(=O)N1CCCCC1
18	O=C(c1cccnc1)N1CCN(c2ccc([N+](=O)[O-])cc2Cl)CC1
19	O=c1cc(-c2ccc(O)cc2)oc2c1ccc1ccccc12
20	CCc1nc2c(oc3ccccc32)c(=O)[nH]1
21	CC(=O)C1=C(O)C(=O)N(c2ccc(S(N)(=O)=O)cc2)C1c1cccc([N+](=O)[O-])c1 (stereo not drawn)
22	CCCC1Cc2c(sc(N)c2C#N)CO1 (stereo not drawn)
23	Cc1ccc(-c2nc3ccccc3c(=O)n2NC(=O)COc2ccccc2)cc1
24	Cn1nc(C(=O)NC2CCCN(Cc3ccccc3F)C2)c2ccccc2c1=O (stereo not drawn)
Screen / compound no.	17	18	19	20	21	22	23	24
beta cell repl	-3	-4	2	-1	-2	1	-2	0
NALP3 yeast inh	17	3	23	7	-8	12	0	-3
TIM10 inh	2	13	16	-1	-5	2	14	10
A3G deaminase	-7	-4	-4	1	-4	-2	-6	-5
mIAP inh	-26	1	4	-1	4	22	-9	2
mIAP act	1.3	0.99	0.96	1	0.96	0.78	1.1	0.98
hIAP inh	6	1	-9	6	5	8	-3	-12
tim10-1 inh	0	9	15	-21	-10	-4	23	21
A3A deaminase	6	-2	-2	10	3	1	7	-1

25	CC(=O)N1CCN(C(=O)c2ccccc2NS(=O)(=O)c2ccc(F)cc2)CC1
26	CC[n+]1ccc(/C=C/c2c[nH]c3ccccc23)cc1
27	CC1(C)CC(=O)C=C(NC2CCCCCC2)C1
28	O=C(c1c(Cl)cccc1Cl)N1CCCCCC1
29	COc1ccc(-c2nc(N)n(C(=O)Cc3ccccc3)n2)cc1
30	COc1ccc(C2C=C(C)Nc3nc4ccccc4n32)cc1 (stereo not drawn)
31	O=C(CSc1ncccn1)N1CCCC1
32	CC(C(=O)Nc1ccc(C#N)cc1)N(C)CC(=O)N(C)c1c(N)n(Cc2ccccc2)c(=O)[nH]c1=O (stereo not drawn)
Screen / compound no.	25	26	27	28	29	30	31	32
beta cell repl	0	-4	0	2	1	-2	-2	0
NALP3 yeast inh	-1	26	20	30	14	2	11	14
TIM10 inh	5	-4	11	-6	12	2	-21	1
A3G deaminase	-7	2	-3	0	0	-1	-1	12
mIAP inh	-10	-1	6	2	10	3	-9	8
mIAP act	1.1	1	0.94	0.98	0.9	0.97	1.1	0.92
hIAP inh	-4	-11	20	-19	9	-11	-9	-10
tim10-1 inh	-16	-10	-4	-7	24	21	21	8
A3A deaminase	-4	48*	-3	-2	1	-1	2	2

33	Cc1ccc(NCC(=O)N/N=C/c2cc3ccccc3nc2Cl)cc1
34	O=C(/C=C/c1cccc([N+](=O)[O-])c1)NCc1ccco1
35	N#Cc1ccsc1NC(=O)C1CCN(C(=O)c2ccc(Cl)cc2)CC1
36	CCN1C(=O)[C@H]2[C@@H](c3ccccc3)N3C(=O)N(c4cccc(F)c4)C(=O)[C@@]3(CC(C)C)[C@H]2C1=O
37	CN(C(=O)c1ccco1)c1nnc(C23CC4CC(CC(C4)C2)C3)s1
38	COc1ccc(C(=O)Nc2cccc3c2CCCC3)cc1OC
39	CC(OC(=O)CCCN=C1NS(=O)(=O)c2ccccc21)C(=O)Nc1ccccc1[N+](=O)[O-] (stereo not drawn)
40	CCc1cc2cc(C)ccc2nc1SCC(=O)NNC(=O)c1ccco1
Screen / compound no.	33	34	35	36	37	38	39	40
beta cell repl	-4	-5	-2	-2	3	-3	2	-2
NALP3 yeast inh	3	8	7	6	18	40	27	32
TIM10 inh	20	2	10	7	12	-11	2	-17
A3G deaminase	-5	-8	3	-14	-2	-4	-8	8
mIAP inh	20	2	11	2	7	4	0	-5
mIAP act	0.8	0.98	0.89	0.98	0.93	0.95	1	1
hIAP inh	11	3	-10	-10	5	0	-8	-79
tim10-1 inh	12	8	25	5	20	-12	-19	9
A3A deaminase	-3	-2	2	-6	-3	-5	4	3

41	COc1cc2c(cc1OC)CC(C(=O)NCc1ccccc1)NC2 (stereo not drawn)
42	CC(C)c1nc(N2CCN(C(=O)c3ccco3)CC2)c(C#N)c2c1COC(C)(C)C2
43	Cc1nc(CCNC(=O)C2CCC(=O)N(CCc3cccc(F)c3)C2)sc1C (stereo not drawn)
44	COc1cccc(CN(C(=O)COc2ccccc2[N+](=O)[O-])C2CCS(=O)(=O)C2)c1 (stereo not drawn)
45	Cc1ccc2oc(=O)c3cnn(CC(=O)NCCc4ccsc4)c3c2c1
46	O=C(Cn1c(=O)c2cccn2c2ccccc21)NCCc1ccccc1
47	Nc1nc2cc3ccccc3cc2[nH]c1=O
48	COc1ccc2cnn(-c3ccccc3)c(=O)c2c1OC
Screen / compound no.	41	42	43	44	45	46	47	48
beta cell repl	-3	-5	0	-2	-1	-3	-1	0
NALP3 yeast inh	10	12	8	12	9	-6	20	16
TIM10 inh	-15	36	14	2	-16	-3	-1	4
A3G deaminase	10	-9	7	0	0	-6	-5	2
mIAP inh	-4	0	-6	-4	3	-4	9	-2
mIAP act	1	1	1.1	1	0.97	1	0.91	1
hIAP inh	-14	15	-33	2	2	-7	14	22
tim10-1 inh	16	24	11	0	0	-9	-1	-3
A3A deaminase	3	-3	3	-2	-3	-5	-1	0

Of the compounds above, these contain an aryl thioether with sulfur outside any ring.
5	CSc1cccc(NC(=S)NC(=O)c2cccnc2)c1
6	COC(=O)CSc1nnc(CNC(=O)c2ccc(S(=O)(=O)N3CCOCC3)cc2)n1C
9	COc1ccccc1Nc1nnc(SCC(=O)N2CCCC2)s1
11	COc1ccc(NC(=O)CSc2nc3[nH]ncc3c(=O)[nH]2)c(OC)c1
31	O=C(CSc1ncccn1)N1CCCC1
40	CCc1cc2cc(C)ccc2nc1SCC(=O)NNC(=O)c1ccco1
Screen / compound no.	5	6	9	11	31	40
beta cell repl	1	-2	0	4	-2	-2
NALP3 yeast inh	30	-3	14	2	11	32
TIM10 inh	6	-8	14	8	-21	-17
A3G deaminase	-6	-12	1	-4	-1	8
mIAP inh	7	-14	-5	10	-9	-5
mIAP act	0.93	1.1	1	0.9	1.1	1
hIAP inh	-4	2	-2	-8	-9	-79
tim10-1 inh	23	8	20	-1	21	9
A3A deaminase	-4	2	3	5	2	3

(next part)
49	COC(=O)C1=C(C(=O)c2ccc(C)cc2)C(c2ccccc2)n2nnnc2N1 (stereo not drawn)
50	CCOc1ccc(NC(=S)NC(=O)/C=C/c2ccc(OC)cc2)c([N+](=O)[O-])c1
51	CSc1ccc(C(=O)N2CCC(CCC(=O)NCc3ccc(F)cc3)CC2)cc1
52	Cc1ccnc(NC(NC(=O)C(C)C)(C(F)(F)F)C(F)(F)F)c1
53	Cc1ccc(-c2cc(C(F)F)nc(N3CCOCC3)n2)cc1
54	CCOc1ccc(CCNS(=O)(=O)c2cc3c(cc2C)NC(=O)CO3)cc1OCC
55	O=C(NNC(=O)c1ccccc1Cl)c1cc2cc(OC(F)(F)F)ccc2[nH]1
56	CN(c1ccc(F)cc1)S(=O)(=O)c1ccc(Cl)c(C(=O)NCc2ccco2)c1
57	C/C(CC(=O)Nc1ccccn1)=N\NC(=O)c1ccc2ccccc2c1
Screen / compound no.	49	50	51	52	53	54	55	56	57
beta cell repl	1	0	-2	0	0	3	-3	2	2
NALP3 yeast inh	19	15	8	15	17	20	1	11	-5
TIM10 inh	14	-1	9	5	-15	4	-27	8	0
A3G deaminase	-7	-10	-3	-2	-3	-4	-1	-6	-7
mIAP inh	3	3	4	-7	5	4	-6	4	12
mIAP act	0.97	0.97	0.96	1.1	0.95	0.96	1.1	0.96	0.88
hIAP inh	-2	16	16	7	-4	5	-48	9	-5
tim10-1 inh	6	18	6	15	-10	0	-38	1	4
A3A deaminase	-6	-2	-1	3	0	-4	-3	-1	-6

Source: PubChem BioAssay
